Assay outcomes as filed in PubChem.
MMP13 fTHP cleavage = human MMP13 inhibition, fluorescence-interfering compounds – biochemical, possible fluorescent artifacts, delta fluorescence, confirmation (AID 734) | inhibition, %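 (each compound tested at 4 µM nominal in triplicate)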 | MMP13 fTHP FRET cleavage, delta fluorescence 4 h; stronger effect = higher value | 5,100 tested, under 10 active;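 active = inhibition above the mean inhibition over all tested compounds plus 3 SD, cut at about 75% in these data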;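 note: 0% = DMSO only wells and 100% = 8 µM reference MMP13 inhibitor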
* = called active by the depositor. Only part of the results is shown (hit frequency here may not be typical).

O=c1oc2cc(O)ccc2c2oc3cc(O)ccc3c12
  MMP13 fTHP cleavage = 57.7

Cc1ccc(-n2nc3ccc(N)cc3n2)cc1
  MMP13 fTHP cleavage = -3.2

O=C(CN1C(=O)CCC1=O)Nc1nc(-c2nc3ccccc3s2)cs1
  MMP13 fTHP cleavage = 8.4

COCCCn1c2nc3ccccc3nc2c2c(=O)n(-c3ccccc3OC)c(C)nc21
  MMP13 fTHP cleavage = 5.7

CCc1nc(N)c(C#N)c(-c2ccc(OC)c(OC)c2)c1C
  MMP13 fTHP cleavage = 1.2

CC(C)Oc1cc2oc(=O)c3c(c2cc1Cl)CCC3
  MMP13 fTHP cleavage = 2.1

C=CCn1c(=O)n(CCOC)c(=O)c2sc3ccccc3c21
  MMP13 fTHP cleavage = 7.8

Cn1c(C(=O)NCCN2CCCCCC2)cc2c(=O)n(C)c3ccccc3c21
  MMP13 fTHP cleavage = -0.9

CCC(=O)N(Cc1cc2cc(OC)ccc2[nH]c1=O)c1ccc(C)cc1C
  MMP13 fTHP cleavage = 2.9

O=C(Nc1nnc(-c2ccc3c(c2)OCCO3)o1)c1ccc(Cc2ccccc2)cc1
  MMP13 fTHP cleavage = 14.7

4 of these compounds, set out differently.
Compound	MMP13 fTHP cleavage
CC(C)Oc1cc2oc(=O)c3c(c2cc1Cl)CCC3	2.1
CCc1nc(N)c(C#N)c(-c2ccc(OC)c(OC)c2)c1C	1.2
CCC(=O)N(Cc1cc2cc(OC)ccc2[nH]c1=O)c1ccc(C)cc1C	2.9
C=CCn1c(=O)n(CCOC)c(=O)c2sc3ccccc3c21	7.8

Returning to the listing, repeating the 2 entries before the break.
CCC(=O)N(Cc1cc2cc(OC)ccc2[nH]c1=O)c1ccc(C)cc1C
  MMP13 fTHP cleavage = 2.9

O=C(Nc1nnc(-c2ccc3c(c2)OCCO3)o1)c1ccc(Cc2ccccc2)cc1
  MMP13 fTHP cleavage = 14.7

COc1ccc2[nH]c(=O)c(CN(CCCN3CCOCC3)C(=O)NCc3ccccc3)cc2c1
  MMP13 fTHP cleavage = 2.2

Cc1cc(NC(=O)CSc2ccc(-c3nc4cc(C)c(C)cc4[nH]3)cn2)no1
  MMP13 fTHP cleavage = 9.8

Cc1ccc2[nH]c3c(=O)n(CCCN4CCN(C)CC4)cnc3c2c1
  MMP13 fTHP cleavage = 7.2

Cc1nc(SCC(=O)CC(=O)OC(C)C)c(C#N)c(C)c1C
  MMP13 fTHP cleavage = -5.1

O=C1CCCc2c1nc(-c1ccccc1)n2O
  MMP13 fTHP cleavage = 2.0

Nc1c(S(=O)(=O)c2ccccc2)c2nc3ccccc3nc2n1Cc1ccco1
  MMP13 fTHP cleavage = -0.2

O=C(Nc1ccc(-c2nc3ncccc3o2)cc1)c1ccc(Br)o1
  MMP13 fTHP cleavage = 5.7

Cc1cc(=O)oc2c(CN(C)Cc3ccccc3)c(O)ccc12
  MMP13 fTHP cleavage = 30.7

O=C(Cc1c(O)c2ccccc2[nH]c1=O)NC1CCCCCCC1
  MMP13 fTHP cleavage = 1.4

COc1cc(=O)n(C)c2cc(N(C)C)ccc12
  MMP13 fTHP cleavage = 11.7

Cc1ccoc1C(=O)NCc1occc1C(=O)O
  MMP13 fTHP cleavage = 5.0

COC(=O)c1ccc(NC(=O)C(C)N2C(=O)c3ccccc3C2=O)cc1 (stereo not given)
  MMP13 fTHP cleavage = 7.4

O=C1CCCc2c1nc(-c1ccco1)n2O
  MMP13 fTHP cleavage = 5.9

O=C(CSc1nc2ccccc2o1)c1cc2ccccc2oc1=O
  MMP13 fTHP cleavage = 7.3

Cc1cc2nn(-c3cccc4ccccc34)nc2cc1N
  MMP13 fTHP cleavage = -7.7

COc1ccc(-n2ncc3c(NCc4ccc5c(c4)OCO5)ncnc32)cc1
  MMP13 fTHP cleavage = -5.9

O=C(NCc1ccc(N2CCCC2=O)cc1)Nc1cccc(Cl)c1
  MMP13 fTHP cleavage = 3.2

CCCCCNC(=O)c1ccc2c(=O)n(CC3CCCO3)c(=O)[nH]c2c1 (stereo not given)
  MMP13 fTHP cleavage = 7.6

CCCC1Cc2nc(N3CCCCC3)c(C#N)cc2CO1 (stereo not given)
  MMP13 fTHP cleavage = 3.6

Cc1nc2ccccc2n1CC(=O)NCc1ccccc1
  MMP13 fTHP cleavage = 6.0

COc1ccc(-c2nc(C#N)c(NCc3ccccc3Cl)o2)cc1OC
  MMP13 fTHP cleavage = -4.1

Cc1ccc(C)c(S(=O)(=O)Nc2ccccc2C(=O)Nc2cc(C)on2)c1
  MMP13 fTHP cleavage = 8.6

Cc1cc(C)n(C(=O)CN2C(=O)c3ccccc3C2=O)n1
  MMP13 fTHP cleavage = 1.6

Cc1cc(N2CCOCC2)nc2ccc(NC(=O)CCC(=O)N3CCCCC3)cc12
  MMP13 fTHP cleavage = -7.2

Cc1[nH]nc2c1C(c1ccc(F)cc1)C1=C(CC(C)(C)CC1=O)N2 (stereo not given)
  MMP13 fTHP cleavage = 13.3

c1ccc(-c2cc3c(N4CCOCC4)ncnc3s2)cc1
  MMP13 fTHP cleavage = 7.0

c1ccc2c(c1)[nH]c1c(N3CCOCC3)ncnc12
  MMP13 fTHP cleavage = 4.1

CC(=O)N(C(C)=O)c1ncc2c([nH]c3ccccc32)c1C#N
  MMP13 fTHP cleavage = 1.7

Cc1ccccc1-c1nnc(-c2ccccc2)o1
  MMP13 fTHP cleavage = -0.2

COC(=O)c1[nH]c2ccc(C)cc2c1NC(=O)CN1CCN(Cc2ccccc2)CC1
  MMP13 fTHP cleavage = 5.3

COC(=O)Cc1c(C)nc2nc(-c3ccc(OC)cc3)[nH]n2c1=O
  MMP13 fTHP cleavage = 3.8

O=C(c1ccc(Br)o1)N1CCN(Cc2ccc3c(c2)OCO3)CC1
  MMP13 fTHP cleavage = 3.6

Seven compounds out of the list above, ordered by their value in MMP13 fTHP cleavage, ascending:
Cc1cc(N2CCOCC2)nc2ccc(NC(=O)CCC(=O)N3CCCCC3)cc12
  MMP13 fTHP cleavage = -7.2

Cc1ccccc1-c1nnc(-c2ccccc2)o1
  MMP13 fTHP cleavage = -0.2

Cc1cc(C)n(C(=O)CN2C(=O)c3ccccc3C2=O)n1
  MMP13 fTHP cleavage = 1.6

COC(=O)Cc1c(C)nc2nc(-c3ccc(OC)cc3)[nH]n2c1=O
  MMP13 fTHP cleavage = 3.8

COC(=O)c1[nH]c2ccc(C)cc2c1NC(=O)CN1CCN(Cc2ccccc2)CC1
  MMP13 fTHP cleavage = 5.3

c1ccc(-c2cc3c(N4CCOCC4)ncnc3s2)cc1
  MMP13 fTHP cleavage = 7.0

Cc1ccc(C)c(S(=O)(=O)Nc2ccccc2C(=O)Nc2cc(C)on2)c1
  MMP13 fTHP cleavage = 8.6
